# FN deposit inh = fibronectin deposition inhibition. AH1F fibroblasts, Alexa488-fibronectin deposition fluorescence, overnight. actives 0.086% (n = 350,000). inhibition, % at 12.6 µM. AID 743247;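 active = mean inhibition across replicates of 30% or more, regardless of how many single replicates reach that level; inconclusive = mean under 30% yet at least half of replicates reach 30%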;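 also: positive control wells lacked labelled fibronectin entirely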
#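 Test system: AH1F fibroblast monolayer depositing Alexa488-labelled fibronectin into matrix. Input: 10000 cells per well. Technique: fluorescence, ex 485 nm, em 525 nm. Buffer or medium: DMEM plus 2% serum, read in PBS. Timing: 1 h cell adhesion before compound, then overnight fibronectin incubation. Compound: single dose, pinned. Read-out basis: inhibition from reduced deposited-fibronectin fluorescence.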
# EWS-Fli block = EWS/Fli transcriptional activity inhibition | AID 651661 | A673 NR0B1-luciferase reporter, viability-normalised | inhibition, % at 12.6 µM | actives 0.67% (n = 350,000);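 active = mean inhibition of at least 50% after viability correction, with every replicate also passing that limit; inconclusive = mean reaches 50% but only one of two replicates passes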;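 also: firefly luciferase signal divided by Alamar Blue viability fluorescence both relative to DMSO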
# DENV2 CPE rescue = protects cells from dengue virus 2 cytopathic effect. DENV2-infected cells, cytopathic effect rescue, plate reader. CPE inhibition, % at 9.99 µM. actives 1.7% (n = 350,000); in the data active = CPE inhibition above about 20%, passing the limit was not always enough; inconclusive = no clear call, values can overlap the other calls; tested in BHK-21 cells;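 also: 0% = median of neutral control wells and 100% = median of positive control wells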
# GSIS activator = primary screen for activators of insulin secretion dependent on glucose, INS-1E cells, GLuc reporter luminescence; AID 743287; activation, % at 16.6 µM; INS-1E GLuc reporter insulin secretion, 2-3 h; actives 0.61% (n = 370,000);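 active = lowest replicate activation of at least 40%, so every replicate reaches that level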;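 also: 0% = median of neutral control wells and 100% = median of IBMX positive control wells; some compounds called inactive have numbers as strong as hits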
# miR122 inh = inhibitors of miR-122 in Huh7 cells; AID 602342; actives 0.3% (n = 340,000); Huh7 miR-122 Renilla luciferase sensor, 48 h; neutral wells = 0, positive control = 100; activation (reporter increase), % at 12.5 µM;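 active = mean replicate activation score at least 90 and every replicate individually at or above 90; inconclusive = only one of the two criteria met; inactive = neither criterion met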;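 also: higher luciferase means less miR-122 activity so hits act as miR-122 inhibitors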
# F508del corr = CFTR F508del correction in bronchial cells. CFBE cells, YFP halide quenching; stimulated with forskolin plus potentiator P3; % fluorescence drop versus neutral controls. activity (quench increase), % at 7.58 µM. actives 0.36% (n = 350,000);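 active = mean added fluorescence quench of at least 8% versus neutral control, with both replicates also reaching 8%; inconclusive = only one of the mean or replicate conditions met; inactive = mean below 8% and not both replicates reaching 8%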;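 also: cells transiently co-express mutant CFTR-F508del with the halide-sensitive YFP; corrector assay measuring rescue of mutant channel to the surface after 24 h compound exposure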
# PAX8 reporter = inhibitors of PAX8 transcriptional activity in RMG-I cells; RMG-I TPO-luciferase reporter, SteadyGlo, 24 h; inhibition, % at 12.6 µM; actives 1.2% (n = 360,000); AID 652154;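 active = mean replicate inhibition at least 60% with every replicate also reaching 60%; inconclusive = only one of the two criteria is met; inactive = mean below 60% and not all replicates reaching 60%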;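 also: luciferase light reporting Pax8 driven TPO promoter activity; plate controls were median of neutral control wells for no effect and mitoxantrone controls for full effect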
# An asterisk follows results filed as active; ? = inconclusive; . = no result given; & = joins results of further samples; [ ] = another dose, or the depositor's remark. Outcome played no part in choosing rows. Share with any hit: about 3.9%.
# Values in the order – FN deposit inh	EWS-Fli block	DENV2 CPE rescue	GSIS activator	miR122 inh	F508del corr	PAX8 reporter
- Cc1ccc(/C=C/C(=O)OCC(=O)NCc2ccccc2)o1
→ -18	-8	3	-26	3	0.1	16
- CCCCNC(=O)C1(C)CCN1C(=O)c1oc2ccccc2c1C (centres undefined)
→ -14	-1	-4	.	2	2.8	4
- O=C(CN1C(=O)NC2(CCOc3ccccc32)C1=O)c1ccc[nH]1 (centres undefined)
→ 2	6	0	3	.	-0.2	14
- COc1ccc(C2/C(=C(\O)c3ccc4c(c3)OCCO4)C(=O)C(=O)N2CCCn2ccnc2)cc1 (centres undefined)
→ -4	-4	2	3	-2	-1.1	-6
- CCNC(=O)C[C@H]1CC[C@@H]2[C@H](COc3ccc(NC(=O)Nc4ccccc4C)cc3C(=O)N2C)O1
→ 5	-1	-8	8	-3[16.7 µM]	1.6	2
- Cc1ccc(C)c(NC(=S)NC(C)C(c2ccccc2)N2CCN(C)CC2)c1 (centres undefined)
→ -6	4	6	-7	.	-0.1	24
- Cc1cc(OCC(O)CN(C)C(=O)C(C)Oc2ccccc2)ccc1Cl (centres undefined)
→ -7	4	-6	-28	1	-0.5	4
- CC(=O)Nc1cccc(C(=O)Oc2cccc(C)c2)c1O
→ -3	.	.	.	4	.	-11
- CCN(c1ccccc1)S(=O)(=O)c1ccc(OC)c(NS(=O)(=O)c2cccs2)c1
→ 10	13	-4	-9	41	2.4	-2
- Cc1ccccc1S(=O)(=O)NCC[C@@H]1CC[C@H](NC(=O)C2CCCCC2)[C@H](CO)O1
→ -8	11	9	15	.	-0.2	14
- O=C(CCl)c1ccc2c(c1)CCN2C(=O)C1CCCCC1
→ 5	-10	-1	-5	.	0.5	-4
- COc1cc(C(=O)NCCNc2nc3cc(C)ccc3cc2C#N)cc(OC)c1OC
→ 5	12	9	.	4	0.8	5
- Cc1noc(C)c1NC(=O)N[C@H]1C=C[C@H](CC(=O)N2CCCCC2)O[C@H]1CO
→ 3	2	-1	19	.	1.0	8
- CC(C)c1c(C(=O)N/N=C/c2c[nH]c3ccccc23)nnn1-c1nonc1N
→ 1	4	16	-15	-8	1.3	37
- COC(=O)c1ccccc1NC(=O)C/C(C)=N/NC(=O)Cc1ccc(Cl)cc1
→ 4	0	?	0	-1	-1.9	-8

# Quoted from the listing.
# In GSIS activator, `CC(C)c1c(C(=O)N/N=C/c2c[nH]c3ccccc23)nnn1-c1nonc1N` is listed with -15
# In F508del corr, `Cc1noc(C)c1NC(=O)N[C@H]1C=C[C@H](CC(=O)N2CCCCC2)O[C@H]1CO` is listed with 1.0

# The results go on:
# Values in the order – FN deposit inh	EWS-Fli block	DENV2 CPE rescue	GSIS activator	miR122 inh	F508del corr	PAX8 reporter
- COc1ccc(C)cc1NC(=O)CSc1nnc(-c2cc(C)[nH]n2)n1N
→ 1	-3	2	9	-3	2.3	1
- O=C(O)c1ccc(NC(=O)C(c2ccccc2)c2ccccc2)cc1
→ 7	13	5	-13	-3	-2.2	8
- COc1ccccc1-c1cnc(C(O)c2ccc(C)cc2)[nH]1 (centres undefined)
→ 9	-76	1	16	0	0.4	-73
- O=C(C1CC1c1ccccc1)N1CCOCC1 (centres undefined)
→ -9	.	.	.	2	.	-7
- Cc1ccc(C(=O)OCC(=O)N2CCCc3ccccc32)cc1C
→ 5	-5	?	-3	2	-0.4	-17
- COc1ccc(O)c(/C=N/Nc2nc3ccccc3[nH]2)c1
→ 2	-7	-2	-10	.	4.4	-12
- Cc1ccc2nc(N3CCN(C(=O)CCCC(=O)O)CC3)nc(-c3ccccc3)c2c1
→ -11	-3	11	57*	.	2.2	7
- CC(=O)N1[C@@H]2Cn3c(ccc(-c4ccc(F)cc4)c3=O)[C@H]1[C@@H](C(=O)N(C)C)[C@@H]2CO
→ .	-2	27*	2	.	.	.
- Cc1ccc(Cc2nnc3n(-c4ccccc4)nc(C(=O)c4ccccc4)n3c2=O)cc1
→ 5	.	.	.	-5	.	28
- O=c1ncccn1C1OC(CO)C(O)C1O (centres undefined)
→ -3	-14	8	14	-6	2.6	-19
- Cc1ccc(NC(=O)/C=C/c2cccc([N+](=O)[O-])c2)nc1
→ 0	-24	.	4	.	2.7	-18
- COc1ccc(OC(C)C(=O)N2CC(C)OC(C)C2)cc1 (centres undefined)
→ .	-7	-7	-19	-12	1.2	.
- CCc1nc(SCC(=O)NC2CC2)c2c(C)c(C)sc2n1
→ 11	6	4	3	0	-0.3	21
- COc1ccc(OCC(=O)OC(C)CN2CCCCC2)cc1 (centres undefined)
→ 4	-12	2	6	-5	0.9	-12
- COc1cccc(-c2ccc3c(c2)O[C@H](CN(C)C(=O)c2ccccc2F)[C@H](C)CN([C@H](C)CO)S3(=O)=O)c1
→ 15	8&-6&-14	5&-1&2	-41	38	1.5&-5.0&-1.9	27&39
- COc1ccc(C(CNC(=O)c2ccco2)N2CCCCC2)cc1 (centres undefined)
→ 10	-8	-5	-5	-3	-0.6	9
- COc1cc(/C=N/NC(=O)c2ccc(CSc3nncn3C)cc2)ccc1OCC(=O)N1CC(C)OC(C)C1 (centres undefined)
→ .	-6	-3	9	2	0.5	0
- OCC[C@H]1C[C@H](O)[C@@H](O)[C@]2(CCCc3ccccc3O2)O1
→ 7	4	-9	7	5	3.6	11
- Cc1ccc(S(=O)(=O)N(C)C[C@@H]2Oc3ccc(NC(=O)Cn4cnnn4)cc3C(=O)N([C@@H](C)CO)C[C@@H]2C)cc1
→ .	-8	42*	19	-26[16.7 µM]	4.5	.
- O=C(C[C@H]1CC[C@H]2[C@@H](COC[C@@H](O)CN2C(=O)c2ccccc2)O1)N1CCOCC1
→ -10	8	5	-5	-3[16.7 µM]	-0.3	-4
- O=C(NCCCN1CCOCC1)[C@@H]1N[C@@H]2c3ccc(C4=CCCCC4)c(=O)n3C[C@@H]2[C@H]1CO
→ .	2	3	23	-1[16.7 µM]	0.1	.
- NC(=O)[C@@H]1CCCN1Cc1nc(Cc2ccccc2Cl)no1
→ -9	-1	-5	-2	-2	1.8	-1
- COc1ccc(CCNC(=O)CN(Cc2ccc(Cl)cc2)S(C)(=O)=O)cc1OC
→ -1	2	?	-4	3	-2.2	-10
- COc1ccc(S(=O)(=O)N(C)C[C@@H]2Oc3ccc(NC(=O)CCC(F)(F)F)cc3C(=O)N([C@H](C)CO)C[C@@H]2C)cc1
→ -3	-1	6	15	2[16.7 µM]	-0.9	9
- COc1ccc(S(=O)(=O)NCC2CCCN(C(=O)C3CCCC3)C2)cc1 (centres undefined)
→ -6	7	3	3	.	-1.9	1
- CCOC(=O)[C@]12CCC=C1N(CCC1=CCCCC1)C(=O)[C@H](CC(=O)N1CCCCC1)C2
→ .	0	-7	-8	.	-2.0	-8
- CCc1nnc(NC(=O)c2ccc(S(=O)(=O)N3CCc4ccccc4C3)cc2)s1
→ .	-16	.	1	.	.	-2
- Cc1noc(C)c1NC(=O)Nc1ccc2c(c1)C(=O)N([C@@H](C)CO)C[C@@H](C)[C@@H](CN(C)S(=O)(=O)c1cccs1)OCCCC[C@@H](C)O2
→ -5	2	-1	-11	-5[16.7 µM]	-1.7	-1
- CCCCNC(=O)C(Sc1ccccc1)c1ccccc1 (centres undefined)
→ -2	-9	-23	.	0	-0.4	145*
- CCOC(=O)c1c(C)[nH]c(C(=O)CSc2nc3ccccc3o2)c1C
→ -4	.	.	.	-6	.	-3
- O=C(NCc1cccc(Cl)c1)C1Cc2c(-c3cccc(F)c3)ccnc2O1 (centres undefined)
→ 19	2	-5	-12	6	-2.2	-5
- COc1ccccc1CCn1cnc(-c2ccc(F)cc2)c1C(C)C
→ 8	11	-6	.	.	2.8	8
- CCN(c1ccc(F)cc1)S(=O)(=O)c1cccc2nsnc12
→ -4	-6	-6	-1	-13	0.5	2
- S=C(NCCN1CCOCC1)Nc1ccccc1Cl
→ .	83*	6	-2	.	.	9
- C=CCn1c(C(c2ccccc2)c2ccccc2)n[nH]c1=S
→ 0	.	.	14	9	.	9
- Cc1cccc(N2C(=O)C(CC(=O)Nc3cccc(F)c3)N(CCc3ccncc3)C2=O)c1 (centres undefined)
→ 12	-9	-9	-24	3	2.0	20
- CN1C(=O)c2cc(NC(=O)C3CC3)ccc2OC[C@H]2O[C@H](CC(=O)NCc3cccc(F)c3)CC[C@@H]21
→ 4	3	-3	3	21[16.7 µM]	-2.0	-12
- CCc1ccc(Nc2ncnc3nc[nH]c23)cc1
→ 3	-108	2	-6	11	-0.6	-173
- COc1cc(/C=C/C(=O)OCC(=O)N2CCC(Cc3ccccc3)CC2)ccc1O
→ -5	.	-1	-9	.	.	33
- COC(=O)c1ccc(NCC(=O)Nc2cc(C)cc(C)c2)cc1
→ -1	0	-3	12	1	0.7	1
- C=CCOc1ccc(C2NC(=S)NC(c3ccccc3)=C2C(C)=O)cc1OC (centres undefined)
→ 1	2	.	3	.	-0.5	6
- COc1ccccc1N=C1NC(=O)/C(=C/c2ccc(N(C)C)cc2)S1
→ -3	9	0	-5	11	15*	-13
- CCCCNC(=O)[C@H]1C[C@H]1[C@@H](O)[C@H](CO)NC(=O)[C@H](COCc1ccccc1)NC(=O)OC(C)(C)C
→ -8	-2	.	.	-1	1.2	-9
- Cc1cc(/C=N/n2c(COc3ccccc3)nc3ccccc3c2=O)c(O)c([N+](=O)[O-])c1
→ 11	.	.	30	.	.	-6
- COc1ccc(-n2nc(C(=O)NCC(=O)N3CCC(C(N)=O)CC3)c3ccccc3c2=O)cc1OC
→ -2	5	?	15	-2	2.7	-5
- CN(C)CCn1c2c(c(SCC(=O)NCc3ccccc3)nc1=O)CCCC2
→ -1	-7	-8	3	-10	-1.3	0
- COC(=O)C[C@H]1C[C@@H]2c3cc(NC(=O)CN(C)C)ccc3O[C@@H]2[C@H](CO)O1
→ -1	6	0&-6	0&-2	-1	0.1&-3.3	-17
- CCOC(=O)CSc1nnc(Cn2nnc3ccccc32)n1-c1ccc(F)cc1
→ 10	11	-3	-3	-3	-3.0	1
- O=S1(=O)c2c(F)cccc2O[C@@H](COCc2ccccc2)CN1CCc1ccc(F)cc1
→ 5	11	3	4	8	-2.5	32
- CCn1nc(C)c(Oc2ccccc2O)c1C
→ 1	.	.	.	-7	.	6
- COC(=O)C1C(O)C(C)C(O)C(C)(O)/C=C\C=C(/C)C(=O)Nc2c(C)c(OC(C)=O)c3c(c2O)C(=O)C(C)=C2OCOC(=C23)/C(C)=C/C(C)(O)C(O)C(C)C1O (centres undefined)
→ 8	-9	0	-28	-3	0.8	0
- CN(/N=C/c1ccccc1)C(=S)c1ccccc1
→ 3	9	4	-15	.	-1.9	-15
- C=C1CCN([C@H](C(=O)NCc2ccc(OC)cc2)C(C)C)S(=O)(=O)c2ccccc21
→ 1	-9	-2	-13	9	-1.4	-1
- O=C(Nc1ccc(C(=O)N2CCOCC2)cc1)c1cccc([N+](=O)[O-])c1
→ 5	5	0	-10	.	2.8	10
- Cc1cccc(N2CCN(S(=O)(=O)c3c(C)[nH]c(C)c3C(=O)N3CCCCC3)CC2)c1C
→ 6	-7	1	.	-6	-0.1	14
- CCOC(=O)C(=O)Nc1ccc(S(=O)(=O)Nc2ncccn2)cc1
→ -7	.	.	16	4	.	.
- O=C(C[C@H]1C=C[C@H](NC(=O)Nc2cc(F)ccc2F)[C@@H](CO)O1)Nc1ccccc1
→ .	3	-8	-9	.	0.0	-4
- Cc1noc(C)c1NC(=O)Nc1ccc2c(c1)CC(=O)N([C@H](C)CO)C[C@H](C)[C@H](CN(C)C(=O)NC(C)C)O2
→ .	-5	-6	8	4[16.7 µM]	-2.9	-18

# Screening results deposited in PubChem by Broad Institute.
